p-CIP stab down: lowers stability of the mouse p/CIP coactivator protein; Q05BA5; F442A p/CIP-EGFP cells, EGFP fluorescence, 16 h; decrease of EGFP signal, % at 10 µM; actives 0.01% (n = 290,000); AID 1984;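 active = EGFP signal decrease of at least 30% at 10 µM or well 3 SD below plate mean, unless failing retest; inactive = the rest, including hits failing retest or dose response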; note: some compounds called inactive have numbers as strong as hits; many of its hits are not listed in these tables
IDE cell activ: activators of human insulin-degrading enzyme in cells. AID 493087. HEK cells, FAbeta-B cleavage, fluorescence polarization; 0% vehicle, 100% cell-free pure enzyme wells. actives 0.073% (n = 340,000). P14735. activation, % at 5.96 µM;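 active = activation above the mean of all tested compounds plus 3 SD, set per screening campaign, cut at about 17% in these data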
MEKK3 PB1 HTS: modulators (inhibitors or enhancers) of MEK5 binding to human MEKK3 PB1 domain; Q99759; bead-based flow cytometry, Alexa488-MEK5 binding to MEKK3; actives lie on both sides; 0 = blocked by unlabeled MEK5, 100 = vehicle; binding response (% of control), % at 10 µM; actives 1.4% (n = 290,000); AID 1529;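 active = binding response more than 3 SD above or below the average of its plate-row segment, actives on both sides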;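 note: Alexa488 bead fluorescence after subtracting the streptavidin-only scavenger bead signal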
M4 PAM: CHRM4 positive allosteric modulation; P08173; CHO-K1 hM4/Gqi5, Fluo-8 calcium fluorescence, ACh EC20; 0% = ACh EC20, 100% = maximal ACh; activation, % at 3 µM; actives 0.4% (n = 360,000);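 active = activation above its plate's cutoff, the mean activation of sample wells plus 3 SD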; note: some results filed as inactive read as strong as hits
GalR3 antag: human GalR3 antagonism; HEK293 GalR3-CNG cAMP membrane potential fluorescence; galR3 body fused to GalR1 C-terminus; O60755; actives 0.44% (n = 360,000); inhibition, % at 3 µM; AID 651719;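 active = inhibition above the screen-wide average plus 3 SD, cut at about 13% in these data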;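 note: forskolin and galanin both at EC90 stimulate the cells; cAMP rise reported by CNG channel membrane potential dye signal; 0% = forskolin plus galanin with DMSO and 100% = forskolin alone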
CRFR2-BP antag: blocks CRF-induced signaling of the CRF-BP/CRF-R2 complex; actives 0.59% (n = 350,000); inhibition, % at 11.8 µM; HEK293 CRF-R2/CRF-BP, CRF-induced calcium fluorescence;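 active = inhibition of the ligand-induced calcium signal above about 50% at the single tested concentration, limit read from the data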
IDE inh: cellular human IDE inhibition; HEK cells, FAbetaB cleavage, fluorescence polarization; inhibition, % at 5.59 µM; actives 0.41% (n = 320,000); AID 434962;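 active = percent inhibition above the average of all tested compounds plus 3 SD, set per screening campaign, cut at about 16% in these data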;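 note: IDE supplied by intact live HEK cells; FP after avidin binding of uncleaved biotin substrate so inhibition keeps polarization high; 0% = DMSO wells and 100% = 60 µM reference IDE inhibitor Ii1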
CRFR2-BP ag: agonists of human CRF-binding protein/CRF-R2 receptor complex. actives 0.46% (n = 350,000). activation, % at 13.2 µM. HEK293 CRF-R2/CRF-BP, calcium dye fluorescence (FLIPR); percent of saturating CRF peptide response. AID 588473;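 active = activation of at least 50%, plus an integration ratio under a set limit after plate pattern correction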;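 note: plate controls were neutral control wells without compound for no effect and CRF at EC100 for full effect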
PHOSPHO1 inh: inhibitors of human PHOSPHO1 phosphatase; Q8TCT1; recombinant PHOSPHO1, absorbance phosphatase assay; inhibition, % at 13.3 µM; actives 1.1% (n = 290,000); in the data active = inhibition above about 60%
* marks the source's active call; other numbers are inactive results; . = no result given; & = joins results of further samples. No enrichment for hits. About 4.2% of those tested had a hit in this group.

| p-CIP stab down | IDE cell activ | MEKK3 PB1 HTS | M4 PAM | GalR3 antag | CRFR2-BP antag | IDE inh | smiles | CRFR2-BP ag | PHOSPHO1 inh |
| --- | --- | --- | --- | --- | --- | --- | --- | --- | --- |
| -9 | -3 | 99 | -7 | -7 | 8 | -1 | CCCNC(=O)c1ccccc1NC(=O)CSCc1ccc(OC)cc1 | -3.0 | 40 |
| 7 | -1 | 105 | -1 | -10 | 16 | . | O=C(O)c1ccc(Nc2nc(-c3ccc([N+](=O)[O-])cc3)nc3ccccc23)cc1 | 0.0 | 33 |
| -11 | -2 | 95 | 2 | -4 | -6 | 1 | COc1c(Cl)cc(Cl)cc1/C=N/n1cnnc1 | 0.8 | 32 |
| . | 3 | . | 8 | -7 | 3 | 4 | COc1cccc(CN(C)C(=O)c2ccc(C)c(S(=O)(=O)N3CCCCC3)c2)c1 | 1.6 | . |
| . | 2 | . | 4 | -4 | 6 | 0 | O=C1CCc2cc(S(=O)(=O)NCc3ccccc3)cc3c2N1CC3 | 0.4 | . |
| 6 | -7 | 74 | 6 | 0 | 2 | -2 | CCOC(=O)C1CCN(C(=O)CSc2c3c(nc4ccccc24)CCC3)CC1 | -1.1 | -8 |
| . | 1 | . | 12 | -6 | 4 | -2 | Cc1c(NC(=O)c2cccc(NC(=O)Cc3ccccc3F)c2)c(=O)n(-c2ccccc2)n1C | 1.3 | . |
| -3 | -1 | 112 | -1 | -2 | 7 | 0 | COc1cc(NC(=O)C2CC(c3ccc(Cl)cc3)=NO2)cc(OC)c1OC (stereo unspecified) | 0.9 | 15 |
| 1 | 6 | 103 | -1 | -5 | -3 | -3 | COc1ccc2[nH]c(=O)c(CN(Cc3cccnc3)Cc3nnnn3CC3CCCO3)cc2c1 (stereo unspecified) | -2.0 | 19 |
| -17 | -7 | 96 | 6 | . | 32 | 1 | O=C(c1noc2c1CCCC2)N1CCOCC1 | 2.4 | -5 |
| -6 | -1 | 97 | 5 | -6 | 11 | 5 | Cc1ccc(CNC(=O)C2CCN(C(=O)c3cccc(Cl)c3)CC2)cc1 | -16 | 26 |
| -16 | 7 | 108 | -2 | -9 | 6 | 4 | Cc1cccc(-c2nc(-c3ccncc3)no2)c1 | -0.7 | 19 |
| -12 | -4 | 108 | 12 | -10 | 13 | -2 | O=C(O)c1ccc2c(c1)OCCOCCOCCOCCOCCO2 | -2.1 | 35 |
| . | . | . | -9 | -6 | -6 | . | COc1ccc(S(=O)(=O)N(C)[C@H]2C[C@H]3c4cc(-c5ccccc5)ccc4CCN3C(=O)[C@H]2[C@H](C)O)cc1 | 5.5 | . |
| 2 | 2 | 99 | -3 | -6 | 14 | 4 | CC(=O)c1cccc(NC(=O)CCS(=O)(=O)c2ccc(Br)s2)c1 | -0.4 | 11 |
| -4 | 3 | 99 | 4 | -4 | 4 | 4 | Cc1ccc(CN(Cc2cccnc2)C(=S)Nc2cccc(Cl)c2C)cc1 | -1.6 | 16 |
| . | -2 | . | -22 | 4 | 1 | . | CC(=O)Nc1ccc(C(=O)CSc2nnc(-c3ccccc3F)n2CCc2ccccc2)cc1 | 0.0 | . |
| -13 | 7 | 97 | 5 | -2 | 5 | 9 | COc1cc2c(cc1OC)CN(CC(=O)Nc1ccc(C#N)cc1)CC2 | 0.3 | 1 |
| -10 | 3 | 102 | 6 | -7 | 3 | 0 | C[C@H](Nc1ccc(C(F)(F)F)cc1[N+](=O)[O-])C(=O)O | -1.6 | 8 |
| 7 | 4 | 137* | -3 | -4 | 4 | 8 | COCCN(C(=S)Nc1cccc(OC)c1)C1CCN(C(C)C)CC1 | -3.2 | 2 |
| -5 | -5 | 86 | 2 | -3 | -11 | -2 | CCn1c(SCC(=O)Nc2nc(-c3ccccc3)cs2)nnc1-c1ccccc1 | 0.0 | 23 |
| -12 | 8 | 101 | 7 | 0 | 11 | -2 | CCCC1(C(=O)OC)NC(c2ccc(OC)c(OC)c2)C2C(=O)N(c3ccc4c(c3)OCO4)C(=O)C21 (stereo unspecified) | 0.6 | 9 |
| 5 | 8 | 89 | -5 | 2 | -2 | 6 | Cn1cc2ccc([N+](=O)[O-])cc2n1 | -1.6 | 15 |
| -10 | 6 | 100 | -18 | -6 | 11 | 6 | S=c1[nH]nc(-c2ccc(Cl)cc2)n1-c1cccnc1 | 0.4 | -147 |

In a second layout: 10 of the compounds above.
p-CIP stab down	IDE cell activ	MEKK3 PB1 HTS	M4 PAM	GalR3 antag	CRFR2-BP antag	IDE inh	CRFR2-BP ag	PHOSPHO1 inh	Molecule
.	.	.	-9	-6	-6	.	5.5	.	COc1ccc(S(=O)(=O)N(C)[C@H]2C[C@H]3c4cc(-c5ccccc5)ccc4CCN3C(=O)[C@H]2[C@H](C)O)cc1
2	2	99	-3	-6	14	4	-0.4	11	CC(=O)c1cccc(NC(=O)CCS(=O)(=O)c2ccc(Br)s2)c1
-4	3	99	4	-4	4	4	-1.6	16	Cc1ccc(CN(Cc2cccnc2)C(=S)Nc2cccc(Cl)c2C)cc1
.	-2	.	-22	4	1	.	0.0	.	CC(=O)Nc1ccc(C(=O)CSc2nnc(-c3ccccc3F)n2CCc2ccccc2)cc1
-13	7	97	5	-2	5	9	0.3	1	COc1cc2c(cc1OC)CN(CC(=O)Nc1ccc(C#N)cc1)CC2
-10	3	102	6	-7	3	0	-1.6	8	C[C@H](Nc1ccc(C(F)(F)F)cc1[N+](=O)[O-])C(=O)O
7	4	137*	-3	-4	4	8	-3.2	2	COCCN(C(=S)Nc1cccc(OC)c1)C1CCN(C(C)C)CC1
-5	-5	86	2	-3	-11	-2	0.0	23	CCn1c(SCC(=O)Nc2nc(-c3ccccc3)cs2)nnc1-c1ccccc1
-12	8	101	7	0	11	-2	0.6	9	CCCC1(C(=O)OC)NC(c2ccc(OC)c(OC)c2)C2C(=O)N(c3ccc4c(c3)OCO4)C(=O)C21 (stereo unspecified)
5	8	89	-5	2	-2	6	-1.6	15	Cn1cc2ccc([N+](=O)[O-])cc2n1

(listing goes on)
| p-CIP stab down | IDE cell activ | MEKK3 PB1 HTS | M4 PAM | GalR3 antag | CRFR2-BP antag | IDE inh | smiles | CRFR2-BP ag | PHOSPHO1 inh |
| --- | --- | --- | --- | --- | --- | --- | --- | --- | --- |
| . | 0 | . | 2 | 0 | 4 | 3 | O=C(Cc1ccc(Br)cc1)Nc1cccc(S(=O)(=O)N2CCOCC2)c1 | 0.5 | . |
| 1 | 2 | 94 | -6 | 5 | 8 | 7 | CCOC(=O)N1CCN(C(=O)c2ccc(NS(=O)(=O)c3ccc(F)cc3)cc2)CC1 | -1.1 | 39 |
| 6 | 4 | 108 | -11 | . | -13 | 5 | C=CCn1c(/N=C/c2ccc(OC)cc2)nc2ccccc21 | 1.0 | . |
| -16 | 7 | 106 | 13 | . | 18 | -7 | CCOc1cc(CNc2ccc(O)cc2)ccc1OCc1ccc(Cl)cc1Cl | -0.2 | 18 |
| -8 | . | 106 | . | . | . | 5 | O=C(NS(=O)(=O)c1ccccc1Cl)c1ccc[nH]1 | . | 4 |
| 6 | 2 | 109 | -5 | 2 | -15 | -1 | Cc1cc(C)nc(N/N=C/c2ccco2)n1 | -1.3 | 8 |
| 4 | 5 | 99 | -2 | -7 | -6 | . | O=C(NCCN1CCOCC1)c1cc(Cl)ccc1Cl | -0.5 | 14 |
| -10 | 4 | 96 | -15 | 2 | 0 | -10 | COc1ccccc1NNC(=O)c1cccnc1Oc1ccccc1 | -0.3 | 10 |
| -6 | 7 | 104 | -4 | -1 | -3 | -1 | O=S(=O)(c1ccc(F)cc1)n1cnc2ccccc21 | -2.5 | 3 |
| 0 | 3 | 95 | -3 | 0 | 7 | -6 | NC(=O)CC(NC(=O)Cc1ccc(Br)cc1)c1ccc(NCCN2CCCCC2)c([N+](=O)[O-])c1 (stereo unspecified) | -1.1 | -19 |
| . | 7 | . | 10 | -1 | 2 | 0 | COc1cccc2sc(N)nc12 | -1.2 | . |
| 6 | 2 | 94 | -7 | 0 | -4 | 4 | COc1ccc(C(CNC(=O)c2ccc(S(=O)(=O)N(C)C)cc2)N2CCCCC2)cc1 (stereo unspecified) | 2.1 | 27 |
| -1 | 2 | 102 | 1 | 1 | -1 | 1 | O=S(=O)(c1cccc(-c2cn3ccccc3n2)c1)N1CCCCC1 | -0.5 | 42 |
| -2 | -1 | 119 | -2 | -1 | -3 | 4 | C=CCSc1nc2c(c(=O)[nH]c(=O)n2C)n1C/C=C(/C)Cl | -2.9 | 3 |
| -16 | -3 | 80 | 0 | -7 | -23 | 9 | Cc1cc2c3c(c1C)C1(C(=O)N3C(C)(C)CC2C)C(C#N)=C(N)OC2=C1C(=O)CC(C)(C)C2 (stereo unspecified) | -1.4 | -3 |
| -3 | 1 | 108 | -3 | -9 | -1 | 2 | COc1ccc(CSc2nnc(-c3ccncc3)n2N)cc1 | -0.8 | . |
| -2 | 0 | 102 | -3 | 8 | 2 | 8 | COc1ccc(S(=O)(=O)NCc2cccnc2)cc1OC | -1.1 | 34 |
| . | -6 | . | 4 | . | 45 | 4 | CCc1ccc(N2C(=O)C(Cl)=C(Nc3ccc(C(=O)N4CCCC4)cc3)C2=O)cc1 | -0.6 | . |
| 2 | 3 | 101 | -4 | -9 | 14 | -1 | COc1ccccc1CN(C)S(=O)(=O)c1cccs1 | -1.1 | 18 |
| . | -5 | . | -17 | -3 | -7 | 4 | Clc1ccc(N2CCN(c3ccnc(Cl)n3)CC2)cc1 | -1.2 | . |
| 1 | -2 | 104 | 1 | -4 | -1 | -1 | O=C(c1cccnc1)N1CCN(Cc2ccc3c(c2)OCO3)CC1 | -1.8 | 1 |
| . | 3 | . | -3 | -3 | 9 | 7 | Cc1nc(NC(=O)COC(=O)c2ccc(CO)cc2)c(Cl)cc1Cl | -1.4 | . |
| -5 | 1 | 103 | -8 | -7 | 26 | 9 | COC(=O)c1cccc(NS(=O)(=O)c2ccc(OC)c(OC)c2)c1C | -1.4 | 13 |
| -2 | 4 | 101 | 7 | 0 | 4 | -2 | Cn1c(=O)c2c(SCC(=O)Nc3cccc(F)c3)nc(-c3ccco3)nc2n(C)c1=O | 2.5 | 43 |
| -10&-10 | 0&1 | 85&97 | 5&4 | -8&-6 | 7&5 | 0&2 | Oc1ccc(NC(=S)Nc2ccccc2)cc1 | -0.7&-0.6 | 22&6 |
| 5 | 6 | 103 | 1 | -1 | 0 | -4 | Cc1ccsc1C(=O)OCC(=O)NCC1CCCO1 (stereo unspecified) | 0.6 | 13 |
| -6 | 5 | 97 | 6 | 0 | 1 | -5 | Cc1c(C(=O)Nc2cc(F)ccc2F)sc2nc3n(c(=O)c12)CCCCC3 | -0.5 | 47 |
| -10 | 4 | 98 | 7 | -9 | -2 | 1 | CCc1ccccc1NC(=O)CNCC(=O)Nc1ccccc1CC | 0.3 | 18 |
| -5 | 7 | 97 | 8 | -9 | 12 | -2 | COC(=O)c1ccccc1NC(=O)c1cc(-c2ccco2)on1 | 2.4 | 23 |
| -16 | 7 | 100 | 8 | -3 | 7 | 4 | CCOC(=O)N1CCN(C(=O)C(=O)NN)CC1 | -0.2 | 37 |
| 2 | -3 | 104 | -7 | -6 | 7 | -1 | CCOC(=O)c1cccnc1SC(CC)C(=O)N1CCOCC1 (stereo unspecified) | -1.8 | 29 |
| . | 10 | 93 | 0 | -10 | -20 | 3 | CCC(C)(C)NC(=O)C(c1ccccc1)N(Cc1cccs1)C(=O)Cn1nnc2ccccc21 (stereo unspecified) | 1.7 | . |
| -8 | 0 | 102 | -1 | -3 | 19 | 1 | COC(=O)c1cncc(O)c1 | 3.3 | -1 |
| 6 | 2 | 100 | 1 | -6 | -9 | 4 | CCN1N=C(c2ccccc2)CCC1=O | 0.0 | -19 |
